# NPYLR7 agonist – mosquito NPYLR7 agonism; HEK293T NPYLR7/Galpha15, GCaMP6s calcium fluorescence; activation, % at 10 µM; 270,000 tested, 0.15% active; in the data active = activation above about 40%;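 note: 0% = vehicle and 100% = reference agonist at the receptor; some compounds past the cut are filed as inactive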
# mcGAS inh – mouse cGAS inhibition by luminescence; Q8C6L5; recombinant cGAS, Kinase-Glo ATP depletion luminescence; inhibition, % at 12.5 µM; 160,000 tested, 0.15% active;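 note: 0% = negative control wells and 100% = reference inhibitor with no enzyme activity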
# hcGAS lum – blocks human cGAS activity. Q8N884. recombinant h-cGAS, ATP depletion, Kinase-Glo luminescence. inhibition, % at 12.5 µM. 290,000 tested, 0.081% active;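 note: 0% = vehicle reaction and 100% = reaction without DNA for no activity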
# Target sequence (Q8N884 whole entry, looked up): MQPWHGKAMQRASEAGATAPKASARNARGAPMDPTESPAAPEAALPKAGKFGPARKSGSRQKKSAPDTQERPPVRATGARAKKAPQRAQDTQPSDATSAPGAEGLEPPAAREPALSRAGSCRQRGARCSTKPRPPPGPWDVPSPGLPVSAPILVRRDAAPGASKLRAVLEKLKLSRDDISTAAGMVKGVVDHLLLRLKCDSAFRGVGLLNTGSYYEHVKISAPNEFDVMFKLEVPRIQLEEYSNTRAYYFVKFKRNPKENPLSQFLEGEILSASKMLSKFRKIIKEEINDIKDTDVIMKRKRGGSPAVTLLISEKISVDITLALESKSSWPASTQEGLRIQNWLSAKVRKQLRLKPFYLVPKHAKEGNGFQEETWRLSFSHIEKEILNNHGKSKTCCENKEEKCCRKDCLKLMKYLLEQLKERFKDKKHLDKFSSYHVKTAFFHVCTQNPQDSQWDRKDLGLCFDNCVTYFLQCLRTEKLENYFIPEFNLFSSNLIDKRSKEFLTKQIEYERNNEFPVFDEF
# An asterisk follows results filed as active; . = not tested or not shown; & = joins results of further samples. Cut-off read from the data, not from the text of the source, unless noted: active = inhibition above about 40%; inactive = the rest. This is a subset; rates above refer to the full screens.
[1] CC(C)Cc1cc(C(=O)N2CCC3(CC2)C(=O)NCCN3C)on1
[2] Cc1ccc(NP(=O)(OCC(F)(F)F)OCC(F)(F)F)c(C)c1
[3] CCOc1cc(C2SCC(=O)Nc3n[nH]c(C)c32)ccc1O (stereo not drawn)
[4] O=C(c1c(F)cccc1Cl)N1CCN(CCOC(c2ccccc2)c2ccccc2)CC1
[5] S=P1(OC2CCCCC2)C2=C(N3CCCC3)CCCC2=NN1c1ccccc1 (stereo not drawn)
[6] Cc1cc(OCC(=O)N2CCN(CCN3CCNC3=O)CC2)ccc1C(C)C
screen / no.	1	2	3	4	5	6
NPYLR7 agonist	0	1	-5	18	6	1
mcGAS inh	.	-7	.	-8	0	.
hcGAS lum	2	-6	-5	-4	5	3

# Single entries from the results shown.
# compound 4 @ mcGAS inh = -8
# compound 2 @ mcGAS inh = -7

# New compounds follow.
[7] COc1cc(=O)n(-c2ccc(F)cc2)nc1C(=O)N1CCC2(CC1)OCCO2
[8] CN1CCC(C(=O)NC2CCCN(C3CCCCCC3)C2)(c2ccccc2)CC1 (stereo not drawn)
[9] COc1cccc(CC(=O)N2CCN(Cc3cccc(-c4noc(-c5cccs5)n4)c3)CC2)c1
[10] O=C(c1nn(Cc2ccc(S(=O)(=O)N3CCOCC3)cc2)c2ccccc12)N1CCN(CCO)CC1
[11] CN1C(=O)C(=Cc2ccc(N(C)C)cc2)C(=O)N(C)C1=O
[12] CCc1ocnc1C(=O)N1CCC2(CC1)OCC(C)O2 (stereo not drawn)
screen / no.	7	8	9	10	11	12
NPYLR7 agonist	6	.	4	-2	17	4
mcGAS inh	-5	-6	-8	-1	-4	.
hcGAS lum	-4	-2	-8	-2	-2	0

[13] Cc1ccc(C)c(Cn2cccc(C(=O)Nc3ccccc3C#N)c2=O)c1
[14] O=C(NCc1cnc2ccccc2c1)C1CC2(CCNCC2)CN1 (stereo not drawn)
[15] O=S(=O)(c1ccc(F)cc1)N1CCN(CCOC(c2ccccc2)c2ccc(F)c(F)c2)CC1 (stereo not drawn)
[16] COP(=O)(OC)C(NC(=O)C(C)(C)C)=C(Cl)Cl
[17] Cc1ccnn1-c1ccc(C(=O)N2CCC(C(=O)O)(c3ccccc3)CC2)cc1
[18] Nc1ccc(Oc2ccc(N)cc2)cc1
screen / no.	13	14	15	16	17	18
NPYLR7 agonist	13	21	3	-4	3	2
mcGAS inh	.	.	-9	.	.	.
hcGAS lum	-4	-3	-11	-4	-4	3

[19] Cc1nc2sccn2c1C=C(C#N)C#N
[20] COc1ccc2cc(-c3[nH]ncc3CNC(C)Cc3cccs3)ccc2c1 (stereo not drawn)
[21] COC(=O)C1C(=N)Oc2cc(C)n(Cc3cccnc3)c(=O)c2C12C(=O)N(C)c1ccccc12 (stereo not drawn)
[22] C=CCN(C)C[C@H]1CN2CC[C@H]1C[C@@H]2CNC(=O)c1ccc(C(F)(F)F)cc1
[23] CC(N)Cc1c[nH]c2ccc(OCc3cccs3)cc12 (stereo not drawn)
[24] CN1CCN2CCN(Cc3cnn4cccnc34)CC2C1 (stereo not drawn)
screen / no.	19	20	21	22	23	24
NPYLR7 agonist	4	1&-2	-4	-12	-20	29
mcGAS inh	.	-2	-8	-2	.	.
hcGAS lum	-13	-8&-5	-3	0	-4	-3

[25] CNC(=O)c1ccc(CN2CC=C(c3cnn(C)c3)CC2)o1
[26] CC1CCCC2CCCN(Cc3nc4c(cnn4C)c(=O)[nH]3)C12 (stereo not drawn)
[27] c1ncc(CN2[C@H]3CCNC[C@@H]2CC3)cn1
[28] COC(=O)Cc1ccc(C(=O)NP(=O)(N2CCOCC2)N2CCOCC2)n1C
[29] N#CC1C(=N)Oc2c(c(=O)oc3ccccc23)C1c1cccc(F)c1 (stereo not drawn)
[30] NCCc1nc2cc(C(F)(F)F)ccc2s1
screen / no.	25	26	27	28	29	30
NPYLR7 agonist	-2	1	0	8	-2	-1
mcGAS inh	-16	.	-8	.	4	-5
hcGAS lum	-4	-13	-2	-7	4	-7

[31] CN(C)c1ccc2c(c1)N=C(c1cccs1)OP2(=S)N1CCCCCC1 (stereo not drawn)
[32] C=CCC(=O)N1CCC2(CCN(C)C2)CC1
[33] CC(Cc1cccnc1)NC1CCN(c2ccc(C(=O)N(C)C)cc2)CC1 (stereo not drawn)
[34] COCc1cc(CNC(C)Cc2ccccc2F)n[nH]1 (stereo not drawn)
[35] O=C(NP(NC(=O)c1ccccc1)C12CC3CC(CC(C3)C1)C2)c1ccccc1
[36] CCCCn1c(=O)c(C(=O)NCc2ccccc2Cl)c(O)c2ccccc21
screen / no.	31	32	33	34	35	36
NPYLR7 agonist	3	.	7	1&2	6	17
mcGAS inh	-2	-13	.	.	.	-4
hcGAS lum	-3	-7	1	-1&-8	-1	-1

[37] Cc1nn2cc(CCN)nc2s1
[38] CCC(C)C(=O)c1c(O)c(C)c2oc3c(C)c(O)c(C(=O)C(C)CC)c(O)c3c2c1O (stereo not drawn)
[39] CCn1ncc(C(=O)N2C[C@H]3CC[C@@H](C2)N3)c1C
[40] N#CC(C#N)=Cc1ccc(-c2ccc(F)cc2)o1
[41] O=C(Cc1ccccc1)N1CCN(C(c2ccccc2)c2ccc(Cl)cc2)CC1 (stereo not drawn)
[42] O=C(Nc1ccc2[nH]cc(CCN3CCc4ccccc4C3)c2c1)c1ccco1
screen / no.	37	38	39	40	41	42
NPYLR7 agonist	2	-7	-4	10	4	-12
mcGAS inh	-9	.	-17	.	-7	0
hcGAS lum	-3	1	-7	-1	-4	-2

[43] CC1(C)C(=O)C=C[C@@]2(C)C1C[C@@H](O)[C@]1(C)C2CC[C@@]2(C)[C@H](c3ccoc3)OC(=O)[C@H]3O[C@]321 (stereo partly drawn)
[44] OC1/C(=C/c2ccccc2Cl)N2CCC1CC2 (stereo not drawn)
[45] CCCCN(C)C(=O)c1nn(Cc2cccc(Oc3ccccc3)c2)c2ccccc12
[46] O=C(Cc1cc(=O)[nH][nH]c1=O)N1CCN(C23CC4CC(CC(C4)C2)C3)CC1
[47] CC(=O)NS(=O)(=O)c1ccc(NC(=O)c2cccn(Cc3ccccc3)c2=O)cc1
[48] Cn1nc(C(C)(C)C)c2c1N(CC(=O)NCc1cccnc1)C(=O)CSC2c1cccc(F)c1 (stereo not drawn)
screen / no.	43	44	45	46	47	48
NPYLR7 agonist	.	0	16	.	13	21
mcGAS inh	-2	-2	-5	-4	.	-3
hcGAS lum	-3	-8	-7	-12	0	-5

# Exported as labelled records: entries from further up
[45] CCCCN(C)C(=O)c1nn(Cc2cccc(Oc3ccccc3)c2)c2ccccc12
  NPYLR7 agonist: 16
  mcGAS inh: -5
  hcGAS lum: -7
[46] O=C(Cc1cc(=O)[nH][nH]c1=O)N1CCN(C23CC4CC(CC(C4)C2)C3)CC1
  NPYLR7 agonist: .
  mcGAS inh: -4
  hcGAS lum: -12
[47] CC(=O)NS(=O)(=O)c1ccc(NC(=O)c2cccn(Cc3ccccc3)c2=O)cc1
  NPYLR7 agonist: 13
  mcGAS inh: .
  hcGAS lum: 0
[48] Cn1nc(C(C)(C)C)c2c1N(CC(=O)NCc1cccnc1)C(=O)CSC2c1cccc(F)c1 (stereo not drawn)
  NPYLR7 agonist: 21
  mcGAS inh: -3
  hcGAS lum: -5

# Following part:
[49] CN1[C@@H]2CC(O)C[C@H]1[C@@H]1O[C@@H]12 (stereo partly drawn)
[50] Cc1ccnc(CC(C)N(C)Cc2cccnc2NC(=O)C(C)(C)C)c1 (stereo not drawn)
[51] CN1C(=O)CN=C(c2ccccc2)c2cc([N+](=O)[O-])ccc21
[52] CCOC(=O)[C@H]1CN(C(=O)N2CCOCC2)[C@]2(C)C(=O)Nc3ccccc3[C@H]12
[53] CN1CCN2CCN(C(=O)c3cccc(=O)[nH]3)CC2C1=O (stereo not drawn)
[54] CCc1c(CN2CCN(CC)CC2)csc1C
screen / no.	49	50	51	52	53	54
NPYLR7 agonist	-8&-4	15	-3	25	5	15
mcGAS inh	-10&-7	.	.	-5	.	.
hcGAS lum	-7&-7	4	-2	-5	-6	-5

[55] Cc1ccsc1C(=O)C1CCCN(CCCn2cccn2)C1 (stereo not drawn)
[56] N#Cc1ccc(Cl)cc1NC(=O)c1cccn(Cc2ccc(Cl)cc2)c1=O
[57] CC(=O)c1cccc(NC(=O)c2cccn(Cc3c(F)cccc3Cl)c2=O)c1
[58] CC(C)(C)c1nn(-c2cccc(Cl)c2)c2c1C(c1cccc(F)c1)SCC(=O)N2CC(=O)NCc1ccco1 (stereo not drawn)
[59] COc1ccc(NC2=NC(C)(C)CS2)cc1
[60] CNCCc1ccc(O)c(O)c1
screen / no.	55	56	57	58	59	60
NPYLR7 agonist	4	10	14	23	5	-2
mcGAS inh	-12	.	.	-6	.	-3
hcGAS lum	-5	-11	-11	-3	-7	-1

[61] CCOC(=O)[C@H]1CN(C)[C@]2(C)C(=O)N(C)c3ccccc3[C@H]12
[62] O=c1cc(CN2CCC3CCCCC3C2)nc2ccc(Br)cn12 (stereo not drawn)
[63] C=CCOC(=O)C1=C(C)OC(=N)C(C#N)C12C(=O)Nc1ccccc12 (stereo not drawn)
[64] O=C1C2C(C(=O)N1OCc1ccccc1)C1(Cl)C(Cl)=C(Cl)C2(Cl)C1(Cl)Cl (stereo not drawn)
[65] COc1ccccc1[C@H]1CN(C(=O)c2sc(C)nc2C)[C@@H]2C3CCN(CC3)[C@H]12
[66] Cc1c(CC(=O)N2CCN(C(C)C)CC2)cnn1-c1ccccc1
screen / no.	61	62	63	64	65	66
NPYLR7 agonist	0	8	21	-2	16	15
mcGAS inh	0	.	-4	-10	.	.
hcGAS lum	2	-7	-2	-12	-3	-7

# Quoted at random: five entries already listed, in no set order.
[64] O=C1C2C(C(=O)N1OCc1ccccc1)C1(Cl)C(Cl)=C(Cl)C2(Cl)C1(Cl)Cl (stereo not drawn)
[66] Cc1c(CC(=O)N2CCN(C(C)C)CC2)cnn1-c1ccccc1
[63] C=CCOC(=O)C1=C(C)OC(=N)C(C#N)C12C(=O)Nc1ccccc12 (stereo not drawn)
[61] CCOC(=O)[C@H]1CN(C)[C@]2(C)C(=O)N(C)c3ccccc3[C@H]12
[65] COc1ccccc1[C@H]1CN(C(=O)c2sc(C)nc2C)[C@@H]2C3CCN(CC3)[C@H]12
screen / no.	64	66	63	61	65
NPYLR7 agonist	-2	15	21	0	16
mcGAS inh	-10	.	-4	0	.
hcGAS lum	-12	-7	-2	2	-3

# The list continues:
[67] CCC(C)C(=O)O[C@H]1[C@H](O)C2C(CN3CC(C)CCC3[C@@]2(C)O)C2C[C@]34O[C@]5(O)C(OC(=O)C(C)(O)C(C)O)CC[C@@]3(C)C5C(OC(C)=O)[C@@H](OC(C)=O)C4[C@@]21O (stereo partly drawn)
[68] CCOC1CC(N(C)CC(O)COC)C1(C)C (stereo not drawn)
[69] COc1c(F)c(F)c(CN2CC=C(c3cnn(C)c3)CC2)c(F)c1F
[70] CCOC(=O)C1(c2ccccc2)CCN(CCC(C#N)(c2ccccc2)c2ccccc2)CC1
[71] NP(=O)(OCC(F)(F)F)Oc1ccc(Cl)cc1 (stereo not drawn)
[72] COc1ccc(C2SCC(=O)N(CC(=O)O)c3c2c(-c2ccccc2)nn3-c2ccc(F)cc2)cc1OC (stereo not drawn)
screen / no.	67	68	69	70	71	72
NPYLR7 agonist	-16	-3	5	-8	9	0
mcGAS inh	.	.	-1	.	.	-5
hcGAS lum	1	-8	0	-2	-6	-1

# Brought forward from above: four entries, followed by the next part.
[69] COc1c(F)c(F)c(CN2CC=C(c3cnn(C)c3)CC2)c(F)c1F
[70] CCOC(=O)C1(c2ccccc2)CCN(CCC(C#N)(c2ccccc2)c2ccccc2)CC1
[71] NP(=O)(OCC(F)(F)F)Oc1ccc(Cl)cc1 (stereo not drawn)
[72] COc1ccc(C2SCC(=O)N(CC(=O)O)c3c2c(-c2ccccc2)nn3-c2ccc(F)cc2)cc1OC (stereo not drawn)
[73] C=CCN1CCc2cccc3c2[C@H]1Cc1ccc(O)c(O)c1-3
[74] CCOc1c(OC)cc(CNCC(O)c2ccc(F)cc2)cc1OC (stereo not drawn)
[75] COc1ccc(CC(=O)N2CCN(C(c3ccc(F)cc3)c3ccc(F)cc3)CC2)cc1
[76] CCN(CC)S(=O)(=O)c1ccc(Cn2nc(C(=O)NOC)c3ccccc32)cc1
[77] CN1C(=O)CCS(=O)(=O)C1c1ccc(Cl)cc1 (stereo not drawn)
[78] O=C(c1ccc2c3c(cccc13)CC2)C1CCCN(C2CCOCC2)C1 (stereo not drawn)
[79] [O-][n+]1onc2c1CCC1N(O)CCC21O (stereo not drawn)
[80] c1ccc(CCNCc2ccccc2)cc1
screen / no.	69	70	71	72	73	74	75	76	77	78	79	80
NPYLR7 agonist	5	-8	9	0	-10	7	-1	5	-4&-14&-1	23	7	-13
mcGAS inh	-1	.	.	-5	-2	.	-5	-4	-4&-3	.	.	.
hcGAS lum	0	-2	-6	-1	-4	-9	-6	-3	-4&-1&0	-9	-7	-3
